MCF10A rerep: inducers of DNA re-replication in MCF 10A breast cells. MCF 10A DNA re-replication, Hoechst nuclear intensity, 48 h. Potency, µM (highest dose often 46.1 µM), without a hit: top-dose activity, positive = re-replication, most hits filed as activators. 2.9% of 350,000 active; also: potency is read from the fitted curve at half-maximal effect; % of control where 0% means no effect; nearly all actives have a fitted effect of over 50% in size
IL1B secr inh: inhibitors of inflammasome signaling (IL-1 beta secretion); AID 743279; 4.7% of 360,000 active; THP-1 LPS/ATP IL-1B secretion, AlphaLISA, 16 h; hits give low values; activity change, % at 57.5 µM; in the data active = activity change below about -50%; inconclusive = mostly about -30% to -49%; also: % is scaled to controls: 0 for no effect and ±100 for the full control effect
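THP-1 cells pretreated 1 hr with compounds (up to 57.5 uM final), then stimulated with LPS (250 ng/mL final) plus ATP (1.25 mM final); secreted IL-1B measured by AlphaLISA after 16 hr, decreased signal indicating inhibition.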
Nrf2 inh: Nrf2 pathway inhibition. AID 504444. A549 ARE-Fluc reporter, luciferase luminescence, 18-24 h. Potency, µM (top dose mostly 46 µM), for inactives: at the highest dose activity change, negative = inhibition, actives largely listed as inhibitors. 2.1% of 360,000 active; also: potency is read from the fitted curve at half-maximal effect; % is scaled to controls: 0 for no effect and ±100 for the full control effect; nearly all actives have a fitted effect of over 60% in size
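Concentration-response testing used A549 ARE_Fluc cells at 5000 cells/well. Following an 18-24 h compound incubation, viability was read by fluorescence (Ex 405/Em 525) and luciferase output by luminescence.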
ATXN2 expr inh: ATXN2 expression inhibition; Potency, µM (highest dose often 57 µM), inactives show at the highest dose activity change, negative = inhibition, hits mostly inhibitors; 0.72% of 360,000 active; AID 1745845; HEK-293 ATXN2-luciferase reporter, luminescence, 24 h; also: potency is read from the fitted curve at half-maximal effect; % is scaled to controls: 0 for no effect and ±100 for the full control effect; nearly all actives have a fitted effect of over 55% in size
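qHTS (up to 57 uM final) was run with 24 h compound exposure of reporter cells at 37 °C. Each well was multiplexed: SteadyGlo luminescence measured ATXN2-luciferase expression after a fluorogenic Gly-Phe-AFC viability readout (25 uM final).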
TGFb inhibitor: TGF-b pathway inhibition; AID 588855; Potency, µM (highest dose often 46.1 µM), inactives show at the top dose activity, negative = inhibition, usual class: inhibitors; 1.2% of 410,000 active; HepG2 CAGA-GFP TGF-b/SMAD3 reporter, GFP fluorescence, 18 h; TGF-beta stimulated, 500 pg/mL final; also: potency is read from the fitted curve at half-maximal effect; % is scaled to controls: 0 for no effect and ±100 for the full control effect; nearly all actives have a fitted effect of over 65% in size
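TGF-beta reporter screen: HEPG2 CAGA-GFP, 1% FBS, 500 pg/mL TGF-beta final, 18 h; per-cell GFP summed per well; curves fitted and categorized by class.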
Nrf2 activator: activators of Nrf2 (ARE) signaling. AREc32 ARE-luciferase reporter (MCF7-derived line), luminescence, 24 h. Potency, µM (top dose mostly 46.1 µM), for inactives: top-dose activation, most hits filed as activators. 0.31% of 410,000 active. AID 624171; also: potency is read from the fitted curve at half-maximal effect; % of control where 0% means no effect; nearly all actives have a fitted effect of over 65% in size
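AREc32_Fluc, 1000 cells/well, OPTI-MEM + 5% FBS, o/n 37 deg C 5% CO2; 23 nL cpd by pin tool, 24 hr; Steady-Glo 30 min RT, luminescence.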
HepG2 tox: counter-screen for TGF-b inhibitors: cytotoxicity in HepG2 cells; HepG2 CAGA-GFP viability, ATP luminescence, 18 h; Potency, µM (titrated, usually from 46.1 µM), without a hit: at the highest dose activity change, negative = cytotoxicity, actives largely listed as cytotoxic; 0.76% of 410,000 active; AID 588856; also: potency is read from the fitted curve at half-maximal effect; some results filed as inactive show a strong effect at the top dose
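CellTiter-Glo luminescence gave cytotoxicity after 18 hours at 37 degrees C. The cells were HepG2 CAGA-GFP in 1% FBS DMEM, stimulated with 500 pg/mL TGF-beta after compound addition. %Activity was normalised to no-cell wells (complete cell-killing) and DMSO (no toxicity), and curves were fitted and classified.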
A549 tox: counter-screen for Nrf2 inhibitors: cytotoxicity in A549 cells | A549 ARE-Fluc cells, CellTiter-Fluor viability, 18-24 h | Potency, µM (top dose mostly 46 µM), inactives show top-dose activity change, negative = cytotoxicity, actives largely listed as inhibitors | 0.16% of 390,000 active; also: potency is read from the fitted curve at half-maximal effect; % is scaled to controls: 0 for no effect and ±100 for the full control effect
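A549 ARE_Fluc cells in 5% FBS OPTI-MEM were exposed to compounds in concentration-response for 18-24 h at 37 deg C. Viability was read by CellTiter-Fluor fluorescence (Ex 405/Em 525) after 30 min, before the luciferase read.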
ATXN viability: viability counter-screen for ATXN expression inhibitors; S2 cells (HEK-293 line with an ATXN2-luciferase reporter) viability, CellTiter-Fluor protease fluorescence, 24 h; 0.49% of 400,000 active; Potency, µM (doses to about 56.7 µM), actives largely listed as cytotoxic; also: potency is read from the fitted curve at half-maximal effect; nearly all actives have a fitted effect of over 40% in size
* marks the source's active call; other numbers are inactive results; i = inactive; ? = inconclusive; . = not tested or not shown; [ ] = dose if it differs, or a comment. Unless noted, calls follow the shape of the dose curve; as a rule, active = well fitted curve in the direction sought with a large enough effect; inconclusive = small, poorly fitted or top-dose-only effect, or another doubt; inactive = no such curve, though single readings can be large; an effect the other way counts as inactive or inconclusive.

SMILES	MCF10A rerep	IL1B secr inh	Nrf2 inh	ATXN2 expr inh	TGFb inhibitor	Nrf2 activator	HepG2 tox	A549 tox	ATXN viability
O=C(NCc1ccc2c(c1)OCO2)c1ccccc1	-8.1%	-8.0	9.1%	7.8%	0.2%	0.9%	-6.7%	5.6%	i
O=C(NCc1ccco1)c1ccc2c(c1)S(=O)(=O)c1ccccc1C2=O	5.9%	-7.7	7.2%	5.7%	?	25.2%	-4.0%	1.5%	i
COc1ccc(Br)cc1/C=C(\C(=O)O)c1ccc(S(=O)(=O)N2CCCCC2)s1	?	-7.8	-16.2%	4.8%	-5.3%	0.1%	0.9%	-1.9%	i
O=C(CSc1nnc(-c2n[nH]c3ccccc23)n1-c1ccccc1)Nc1cccc(Cl)c1	-49.1%[inhibitor]	0.0	-5.3%	1.2%	?	0.5%	-8.5%	-7.3%	i
CCOc1ccc(S(=O)(=O)N(C)c2ccc(OCC(=O)N3CCOCC3)cc2)cc1	3.6%	8.2	8.6%	2.5%	0.0%	2.9%	13.9%	0.4%	i
COC(=O)c1ccc(N/C(=N/S(=O)(=O)c2ccccc2)c2ccccc2)cc1	7.0%	-13.8	13.2%	-24.6%	-10.5%	-0.1%	-17.9%	-2.0%	?
CC(=O)C1=NOC2C(=O)N(c3ccccc3)C(=O)C12 (stereo unspecified)	-10.0%	21.8	23.5%	.	21.1%	0.3%	1.0%	2.4%	i
CSc1ccccc1OCc1cc(C(=O)N2CCN(C3CCCC3)C(=O)C2)no1	0.6%	-2.3	?	42.9%[activator]	0.0%	3.3%	-4.6%	3.9%	i
Cc1ccc(S(=O)(=O)N2CCN(C(=O)c3cc(C4CC4)nn3-c3ccccc3)CC2)cc1	.	19.4	.	.	-10.3%	0.2%	-18.6%	.	i
O=C(c1ccc2c(c1)N(Cc1ccccc1F)C(=O)c1ccccc1S2(=O)=O)N1CCCCCC1	.	.	?	-24.4%	-4.3%	0.9%	3.1%	-22.9%	i
CCOc1ccc(NC(=O)[C@H]2O[C@@H]3OC(C)(C)O[C@@H]3[C@H]3OC(C)(C)O[C@H]32)cc1	.	.	4.7%	3.3%	-34.5%	0.3%	-30.5%	2.8%	i
COC(=O)c1ccc(COC(=O)CNS(=O)(=O)c2ccccc2)cc1	-14.0%	24.7	10.7%	-8.8%	12.0%	0.1%	2.1%	-4.7%	?
COc1ccc(-c2csc(NC(=O)c3c(C)noc3C)n2)cc1	-8.1%	-51.5*	-27.4%	4.5%	?	5.3%	0.1%	-1.6%	i
O=C(CCl)NNc1cccc(Cl)n1	-2.5%	-7.8	.	8.7%	-18.2%	9.0%	-4.4%	9.0%	i
COc1cccc(NC(=O)C2CCN(Cc3cnn(-c4ccccc4)c3-n3cccc3)CC2)c1	?	?	?	?	-0.2%	3.0%	-23.6%	-25.0%	?
O=C1C2C3C=CC(C3)C2C(=O)N1Nc1c(Cl)cc(Cl)cc1Cl (stereo unspecified)	4.8%	0.0	?	1.0%	-3.4%	0.1%	8.1%	0.1%	i
Fc1ccc(-c2n[nH]c(=S)n2-c2ccc3c(c2)OCCO3)cc1	-5.8%	12.5	-6.8%	.	-43.5%	0.6%	-4.5%	-0.5%	i
COc1ccc(Cl)cc1N1C(=O)[C@@H]2C(c3cccc(OC)c3OC)=NO[C@@H]2C1=O	0.5%	13.8	12.2%	7.4%	9.4%	0.0%	-3.5%	16.1%	i
C=C(C)c1cccc(C(C)(C)NC(=O)NC(c2ccccc2)c2ccc(OC)cc2)c1 (stereo unspecified)	1.2%	?	-9.0%	4.1%	-1.5%	-0.4%	-1.1%	13.3%	i
COc1ccc(CNC(=O)c2cc3c(=O)n4ccccc4nc3n(Cc3cccnc3)c2=N)cc1	?	19.7	.	23.6%	-19.7%	-0.2%	-17.1%	11.5%	i
NS(=O)(=O)c1ccc(NCc2cnc3ccccc3c2)cc1	.	12.9	.	.	2.2%	-0.5%	-14.4%	.	.
COc1ccc(Cc2c(-c3ccc(C#N)cc3)nc3c4ccccc4ccn23)c(C)c1	.	21.0	.	5.6%	.	7.8%	.	.	i
COCC1CCN(C(=O)c2ccc3oc(C(C)C)nc3c2)C1 (stereo unspecified)	.	0.3	.	.	4.1%	0.0%	-3.2%	.	i
Nc1ccccc1C#Cc1ccccc1	-10.1%	26.4	?	33.8%	?	17.3%	-14.2%	-13.6%	i
COCCNC(=O)CCC1CCN(C/C=C/c2ccccc2OC)CC1	2.0%	-5.9	-2.5%	-14.1%	5.5%	-0.7%	-2.3%	0.0%	i

Following part:
SMILES	MCF10A rerep	IL1B secr inh	Nrf2 inh	ATXN2 expr inh	TGFb inhibitor	Nrf2 activator	HepG2 tox	A549 tox	ATXN viability
CC(C)(C)c1cc(NC(=O)C2CCCO2)no1 (stereo unspecified)	-6.2%	3.5	.	31.3%	20.2%	0.1%	3.1%	-1.4%	i
COc1ccc(Oc2nc3c(c(=O)n(Cc4ccccc4Cl)c(=O)n3C)n2C)cc1	.	.	-13.9%	3.3%	-7.1%	0.4%	-13.8%	-0.6%	i
CC(C)(C)c1ccc(OCCC(=O)OCC(=O)N2c3ccccc3NC(=O)C2(C)C)cc1	1.4%	-4.0	-8.0%	0.3%	8.1%	0.7%	-1.7%	-10.3%	i
Cc1cc(C(=O)O)ccc1-c1ccc(/C=C2\NC(=O)N(Cc3ccc(F)cc3)C2=O)o1	3.66µM*	-6.1	12.0%	.	35.7%[activator]	-1.8%	17.8%	0.0%	i
O=C(O)CCCCCN1C(=O)CCC1=O	0.4%	10.3	-14.4%	3.6%	-0.7%	0.1%	6.7%	-1.8%	?
CCOC(=O)CC(NC(=O)c1ccc(C)cc1)c1ccc(OC)cc1 (stereo unspecified)	?	4.1	11.3%	10.3%	-9.7%	-0.7%	-7.8%	2.3%	i
CSc1nc(C)c2c(n1)N(c1ccc(F)cc1)CC2	12.9%	-13.1	-26.2%	0.9%	23.9%	-0.6%	-3.5%	3.1%	i
CNc1ncnc2c1ncn2[C@H]1CN(Cc2ccc(OC)cc2)C[C@@H](CO)O1	.	-0.6	.	10.7%	9.4%	0.4%[9.22 µM]	6.8%	.	i
OC(Cc1nc2ccccc2[nH]1)c1ccccc1Cl (stereo unspecified)	-3.5%	4.9	?	72.7%[activator]	-1.4%	0.4%	-15.3%	0.3%	i
N#C/C(N)=C(/C#N)N=Cc1cccc(Cl)c1	-3.8%	-19.1	-22.9%	-13.9%	19.9%	12.1%	5.8%	-4.8%	i
Cc1ccc(-c2nn3c(C)nnc3s2)cc1N	-6.5%	0.0	.	53.2%[activator]	5.0%	3.5%	3.6%	-0.5%	i
COc1ccc(-c2cc(C(F)(F)F)n3nc(C(=O)Nc4c(C)n(C)n(-c5ccccc5)c4=O)c(Cl)c3n2)cc1	-41.0%[inhibitor]	14.2	?	-33.4%	18.0%	-0.6%	7.6%	?	i
COc1ccc(Nc2nc(-c3ccncc3)nc3ccccc23)cc1	?	-6.6	?	-20.4%	-8.3%	8.4%	-29.9%	-3.5%	i
CCCCSc1ncnc2c1c(-c1ccccc1)cn2-c1cccc(F)c1	.	.	14.4%[9.27 µM]	0.7%	1.3%	2.9%	-25.1%	18.9%	i
CC1(C)CC(=O)C2=C(C1)OC(N)=C([N+](=O)[O-])C2c1ccc(F)cc1 (stereo unspecified)	1.6%	-0.7	2.0%	-22.6%	13.7%	0.0%	7.2%	0.0%	?
O=C(NC1=NCCS1)c1cc2ccccc2o1	1.5%	-0.8	?	?	15.0%	-1.0%	-26.1%	-4.0%	i
COc1ccc(CNC(=O)C2CCN(c3nnc(-n4cccc4CNc4ccc(C)cc4)s3)CC2)c(OC)c1	.	.	?	.	.	8.1%	1.4%	-17.0%	.
CCN(CC)S(=O)(=O)c1ccc(O)c(C(=O)OCC(=O)NC23CC4CC(CC(C4)C2)C3)c1	?	-5.7	-8.0%	-10.8%	-3.8%	0.0%	-20.9%	-9.1%	i
CCCCn1c(N)c(N(CC(C)C)C(=O)C2CCCO2)c(=O)[nH]c1=O (stereo unspecified)	-0.8%	14.0	18.4%	-6.2%	0.0%	0.3%	4.5%	-10.0%	i
CCOc1ccc(S(=O)(=O)N2CCCC(C(=O)N3CCN(CC)CC3)C2)cc1Cl (stereo unspecified)	?	-1.9	-23.3%	-12.3%	2.4%	2.5%	-15.3%	5.4%	i
C=C(C)CCOC(=O)C(CC(=O)O)NCc1ccco1 (stereo unspecified)	-0.7%	0.0	-7.7%	.	4.7%	-0.1%	-3.7%	-0.4%	i
CC(Oc1ccccc1F)C(=O)NNC(=O)c1ccc(-n2cncn2)c([N+](=O)[O-])c1 (stereo unspecified)	-2.2%	-2.1	6.4%	-11.7%	4.4%	0.1%	-0.9%	-11.5%	i
Cc1cccc(NC(=O)c2cccc(S(=O)(=O)N3CCCCC3)c2)c1	17.8%	-8.4	?	-8.5%	-14.8%	2.3%	-9.4%	-4.4%	i
O=C(NCc1ccccc1)c1onc(CSc2ccccc2)c1C(=O)NCC1CC1	?	-52.2*	?	-24.3%	?	-0.4%	-0.4%	-6.0%	i
CN(CC(=O)Nc1cccc(F)c1)CC(=O)Nc1ccccc1-c1ccccc1	?	-24.5	-5.5%	-11.1%	-2.3%	1.9%	-5.3%	0.4%	i

Record cards, from the list above. Screens in order: MCF10A rerep | IL1B secr inh | Nrf2 inh | ATXN2 expr inh | TGFb inhibitor | Nrf2 activator | HepG2 tox | A549 tox | ATXN viability
`O=C(NC1=NCCS1)c1cc2ccccc2o1` in the list: 1.5% | -0.8 | ? | ? | 15.0% | -1.0% | -26.1% | -4.0% | i
`Cc1ccc(-c2nn3c(C)nnc3s2)cc1N` in the list: -6.5% | 0.0 | . | 53.2%[activator] | 5.0% | 3.5% | 3.6% | -0.5% | i
`CCCCn1c(N)c(N(CC(C)C)C(=O)C2CCCO2)c(=O)[nH]c1=O` (stereo unspecified) in the list: -0.8% | 14.0 | 18.4% | -6.2% | 0.0% | 0.3% | 4.5% | -10.0% | i

Assay outcomes from PubChem BioAssay.
